# High-throughput results deposited in PubChem by Icahn School of Medicine at Mount Sinai.
# ROC1-CUL1 inh: inhibitors of human ROC1-CUL1 ubiquitin ligase activity; inhibition, % at 10 µM; 0.6% of 140,000 active; in vitro K48 di-Ub FRET, acceptor:donor ratio, 45 min; P62877+Q13616; in the data active = inhibition above about 25%
# Target sequence (P62877 whole entry, looked up): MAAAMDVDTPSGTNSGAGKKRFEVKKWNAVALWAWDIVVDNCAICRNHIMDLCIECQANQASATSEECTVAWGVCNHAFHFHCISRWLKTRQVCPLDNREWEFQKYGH
# Target sequence (Q13616 whole entry, looked up): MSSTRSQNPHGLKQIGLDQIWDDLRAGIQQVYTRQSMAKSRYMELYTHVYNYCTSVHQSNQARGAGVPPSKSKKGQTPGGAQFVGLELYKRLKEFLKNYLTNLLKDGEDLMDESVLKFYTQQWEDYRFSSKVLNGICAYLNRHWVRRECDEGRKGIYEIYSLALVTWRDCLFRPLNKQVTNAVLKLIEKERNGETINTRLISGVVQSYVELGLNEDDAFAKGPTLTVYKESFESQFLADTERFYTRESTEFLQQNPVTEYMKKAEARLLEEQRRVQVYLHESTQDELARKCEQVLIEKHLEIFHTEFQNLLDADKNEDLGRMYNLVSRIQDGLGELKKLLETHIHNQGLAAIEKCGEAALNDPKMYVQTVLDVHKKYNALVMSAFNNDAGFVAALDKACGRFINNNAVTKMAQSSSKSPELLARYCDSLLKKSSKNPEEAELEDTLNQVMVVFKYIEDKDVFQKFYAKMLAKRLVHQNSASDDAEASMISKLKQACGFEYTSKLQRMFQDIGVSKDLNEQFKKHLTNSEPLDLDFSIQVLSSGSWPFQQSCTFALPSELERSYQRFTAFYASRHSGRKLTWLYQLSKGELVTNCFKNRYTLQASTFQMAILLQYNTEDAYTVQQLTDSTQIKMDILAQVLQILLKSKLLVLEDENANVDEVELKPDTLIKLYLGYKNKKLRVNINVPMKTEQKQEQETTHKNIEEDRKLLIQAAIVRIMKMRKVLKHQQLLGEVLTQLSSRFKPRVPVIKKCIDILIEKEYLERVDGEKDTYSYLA
# Numbers without * were called inactive. The list is partial; rates above refer to the full screens.
# The opening three compounds as a preview:
SMILES,ROC1-CUL1 inh
CC1=NN(c2ccccc2)C(=O)C1C=Nc1ccccc1-c1nnc(SCc2ccccc2)[nH]c1=O (stereo unspecified),37*
COc1ccc(NC(=O)C2C(C)=Nc3nc(CCCO)nn3C2c2ccc(O)cc2)cc1 (stereo unspecified),0
Cc1ccc(S(=O)(=O)N(c2nc(N(C)C)nc(N(C)C)n2)n2cnnc2)cc1,-7

# The listing, repeating the preview:
SMILES,ROC1-CUL1 inh
CC1=NN(c2ccccc2)C(=O)C1C=Nc1ccccc1-c1nnc(SCc2ccccc2)[nH]c1=O (stereo unspecified),37*
COc1ccc(NC(=O)C2C(C)=Nc3nc(CCCO)nn3C2c2ccc(O)cc2)cc1 (stereo unspecified),0
Cc1ccc(S(=O)(=O)N(c2nc(N(C)C)nc(N(C)C)n2)n2cnnc2)cc1,-7
CCN1CCN(C(=O)c2cc(COc3cccc(OC)c3)[nH]n2)CC1,-15
O=C(NCCCN1CCCCC1)c1sc2ncccc2c1-n1cccc1,-8
COc1ccccc1N1CCN(C2CCCN(Cc3ncc[nH]3)C2)CC1 (stereo unspecified),6
O=C(c1ccc2c(c1)N(Cc1cccc(Cl)c1)C(=O)c1ccccc1S2(=O)=O)N1CCc2ccccc21,-6
COc1ccc(-c2ccccc2NC(=O)C2CCCN2C(=O)c2cccnc2)cc1 (stereo unspecified),6
CC(NC(=O)Cc1ccccc1)c1cc2c(cc1Br)OCCCO2 (stereo unspecified),14
O=C(CCCc1ccccc1)N1CCOc2ccc(CN3CCN(c4ccc(F)cc4)CC3)cc2C1,-4
CC(C)CCNC(=O)CC(=O)Nc1ccc(C(=O)O)cc1,3
CC(=O)c1ccc(NC(=O)CSc2nnc(CNc3cccc(Cl)c3)o2)cc1,-3
COc1ccc(-c2noc(CN3CCN(CCO)CC3)n2)cc1,3
Cc1cccc(C)c1N1C(=O)C2N=NN(CC(=O)N3N=C4/C(=C/c5ccc(Cl)cc5)CCCC4C3c3ccc(Cl)cc3)C2C1=O (stereo unspecified),2
O=C(C1=C(c2ccccc2)OC(Cl)(Cl)N(c2ccccc2)C1=O)c1ccccc1,-5
CN1C(=O)COc2ccc(C(=O)c3oc4ccc(F)cc4c3-c3cnn(-c4ccccc4)c3)cc21,3
O=C(CSCc1ccco1)c1ccccc1,3
Cc1ccc(S(=O)(=O)N(C)c2c(C)ccc(S(=O)(=O)NC3CCCCC3)c2C)cc1,4
COC(=O)c1ccc2nc(C)cc(Nc3ccc(O)cc3)c2c1,2
O=S(=O)(NCC1CCCN(Cc2ccncc2)C1)c1cccc2cccnc12 (stereo unspecified),-9
COc1ccc(CNC(=O)C2C(=O)N=C3C(C)=CC=CN3C2=O)cc1 (stereo unspecified),-7
Cc1cccc(OC2=N/C(=C\c3ccccc3)C(=O)N2c2ccccc2)c1,-2
COc1cccc(-c2noc(-c3ccc(N4CCN(C(C)C)CC4)nc3)n2)c1OC,1
Cc1ccc(OCc2cc(C(=O)NCc3ccccn3)no2)cn1,2
CC12CN3CC(C)(CN(C1)C3c1cccc(Br)c1)C2=O (stereo unspecified),-5

# Records listed above shown as hits in ROC1-CUL1 inh:
SMILES,ROC1-CUL1 inh
CC1=NN(c2ccccc2)C(=O)C1C=Nc1ccccc1-c1nnc(SCc2ccccc2)[nH]c1=O (stereo unspecified),37*

# The results go on:
SMILES,ROC1-CUL1 inh
Cc1c(F)cccc1NC(=O)C1CCCN1S(=O)(=O)c1ccc(F)cc1 (stereo unspecified),1
O=C(CN1C(=O)COc2ccc(S(=O)(=O)NC3CCCC3)cc21)Nc1ccc(Cl)cc1F,-2
NC(=O)C1CCCN(Cc2ccc3c(c2)CN(Cc2cccn2-c2ccc(Cl)cn2)CCO3)C1 (stereo unspecified),-7
Cc1occc1C(=O)N1CCC(C2CCN(Cc3ccc(Cl)cc3)C2)CC1 (stereo unspecified),-6
CCOC(=O)C1CCCN(C(=O)c2cc(COc3ccccc3F)[nH]n2)C1 (stereo unspecified),-9
CN(Cc1nc(-c2ccccn2)no1)CC1CCCCO1 (stereo unspecified),-8
CN(Cc1ccccc1)c1ccc(-c2nc(-c3ccccc3)no2)cc1[N+](=O)[O-],3
CCOC(=O)C(NC(C)=O)(C(=O)OCC)C1c2ccccc2CCc2ccccc21,3
CCN(C#N)c1nc(NC(C)C)nc(NC(C)C)n1,6
Cc1nnc(NC(=O)COc2ccc(Br)cc2)s1,-5
Cc1cc(N/N=C/c2ccco2)nc(N2CCOCC2)n1,2
CCS(=O)(=O)Nc1ccc(-c2cn3ccsc3n2)cc1,-10
CC(=O)N1CCCc2cc(S(=O)(=O)N(Cc3ccccc3)C(C)C)ccc21,-11
CCNC(=S)N/N=C\c1cc(Cl)c(OCc2ccccc2)c(OC)c1,-2
O=C(Nc1cccc2ncccc12)c1cccc(F)c1,5
O=C1CC(c2ccccc2)CN1C(=O)c1ccccc1Cl (stereo unspecified),-1
Cc1nc(C(=O)Nc2ccc(Cl)cc2)c(C(=O)NC(C)C)nc1C,-6
C=CCO[C@H]1[C@H](NC(=O)CSC)c2ccccc2C12CCN(Cc1nc(C(C)C)cs1)CC2,-6
Cc1cccc(-n2c(C)cc(=O)[nH]c2=O)c1C,4
Cc1ccc(N2C(=O)C(NS(=O)(=O)c3ccc(Cl)cc3)(C(F)(F)F)C3=C2CC(C)(C)CC3=O)cc1 (stereo unspecified),-2
CCn1nc(C)c(C(=O)Nc2ccn(Cc3ccccc3)n2)c1C,-9
COc1ccc(OCCNC(=O)c2ccccc2OCC(=O)N2CCCCC2)cc1,-1
CN1CCN(CCCOC(=O)c2cc(=O)c3ccccc3[nH]2)CC1,-3
Cc1cccc(N2CCN(C(=O)c3noc4c3CCCCC4)CC2)c1C,5
CCN(CC)C(=O)CSc1nc(-c2cccs2)cc(-c2ccc(Cl)cc2)c1C#N,6
# (further entries)
SMILES,ROC1-CUL1 inh
CC1=NC(=O)C(C#N)=C(C)C1CSCc1ccco1 (stereo unspecified),0
Cc1[nH]c2ccccc2c1C1(O)C(=O)N(Cc2ccccc2)c2ccc(Br)cc21 (stereo unspecified),-11
O=C1O[C@@H]2CN(Cc3cccc4cnccc34)C[C@@H]2N1CCc1ccccn1,-2
Cc1ccc(-n2nnc(C(=O)NC3CCCC3)c2C)cc1,10
COc1ccc(CN2CCOc3ccc(C(O)CCc4ccccc4)cc3C2)c(OC)c1OC (stereo unspecified),-3
CCOc1cc(C2c3c(n[nH]c3COC)OC(=N)C2C#N)ccc1OC(C)C (stereo unspecified),5
OC(COCCOc1ccc(Br)cc1)CN1CCCCC1 (stereo unspecified),-2
COc1ccc(C2CC(C(F)(F)F)n3ncc(C(=O)N4CCCCC4)c3N2)cc1OC (stereo unspecified),0
CCOc1cc2nc(SC)n(C(C)=O)c2cc1OCC,-2
Cc1nc(C2CCN(C(=O)c3cc(-c4ccccc4)on3)CC2)cc(=O)[nH]1,9
CCn1c(CNc2cccc(C(F)(F)F)c2)nnc1SCC(=O)OC1CCCCC1,7
CCOC(=O)C(NC(=O)OCc1ccccc1)(Nc1cccc(C(F)(F)F)c1)C(F)(F)F (stereo unspecified),2
CCOc1ccc(N=C2SC(C(=O)O)CC(=O)N2C)cc1 (stereo unspecified),9
CO[C@H]1[C@H](NC(=O)C(C)C)c2ccccc2C12CCN(Cc1cn[nH]c1-c1cc(C)ccc1C)CC2,12
Cc1ccc(Cl)cc1NC(=O)Cn1c(=O)n(CCCS(=O)(=O)C2CCCCC2)c(=O)c2ccccc21,-2
CC1CCCN(C(=O)Cn2c(=O)n(CC3CCC(C(=O)NC(C)C)CC3)c(=O)c3sccc32)C1 (stereo unspecified),10
CCOC(=O)N1CCc2c(sc3c2c(=O)n(-c2ccc(CC)cc2)c(=O)n3Cc2cc(C)ccc2C)C1,-16
COc1cc(NC(=O)N2CCC(CN3CCCC3)CC2)cc(OC)c1OC,-7
CCOC(=O)N1CCN(Cc2nc3cc(NC(=O)c4ccccc4OC)ccc3n2C(C)C)CC1,-3
N#C/C(=C\c1ccccc1Cl)c1nc2ccccc2s1,1
CN(C)c1ccc(N2C(=O)C(Cc3cccs3)=NC2=S)cc1,-7
CC1=NC(=O)CC(c2cccc(Cl)c2Cl)C1C(=O)OCC1CCCCC1 (stereo unspecified),8
CCc1ccc(CNC(=O)c2ccc3c(c2)c(C)c(C)n3Cc2ccccc2)cc1,4
COc1cccc(/C=C2/C(=O)NN(c3ccccc3)C2=O)c1OC,-6
CCc1nnc2c(N(C)C)nc3ccccc3n12,1
# (listing goes on)
SMILES,ROC1-CUL1 inh
Cc1ccccc1NC(=O)C12CCC(C)(C(=O)C1Br)C2(C)C (stereo unspecified),4
CCc1ccc(S(=O)(=O)c2nnn3c2nc(NCCc2ccccc2)c2sccc23)cc1,-6
CCOCC(=O)Nc1cc(C(F)(F)F)ccc1Cl,18
Cc1cc(C)cc(-n2nnc(C(=O)Nc3c(C)cccc3C)c2C)c1,0
O=c1c2ccccc2nc(COc2ccccc2)n1/N=C/c1ccccc1O,-14
Cc1ccc2c(c1)C(=O)CC(CSc1nnc(NC(=O)COc3ccccc3C)s1)=N2,6
CC1CCCCC1NC(=O)CSc1nnc(CC(=O)Nc2ccc(Cl)c(Cl)c2)n1C (stereo unspecified),0
Clc1ccc(-c2noc3c2CN(Cc2cccnc2)CC3)cc1,4
O=C1NC(=Nc2cccc(Cl)c2)S/C1=C\c1cc2c(cc1Cl)OCO2,14
CCCc1cc2c(=O)c(-c3ccccn3)coc2cc1OC(=O)CNC(=O)OC(C)(C)C,-3
Cc1cc(N(C)NC(=S)Nc2ccccc2)nc(C)n1,6
CCOc1ccccc1C(=O)NCc1ccc(C)cc1,1
CC(C)S(=O)(=O)C1CC2CCC1C2 (stereo unspecified),3
CSc1ncc(C(=O)Nc2cc(C)cc(C)c2)c(-c2ccccc2)n1,-1
Cc1cccc(C2SCCCS2)c1,12
O=C(NC1CCCC1)c1ccc(CSc2nc3ccncc3n2Cc2ccc(F)cc2)cc1,-6
CC1CCCCN1C(=O)c1ccc2c(c1)N(Cc1ccc(Cl)cc1)C(=O)c1ccccc1S2=O (stereo unspecified),3
Cc1ccc(Cn2c(=O)n(CCc3ccc(Cl)cc3)c(=O)c3ccccc32)cc1,-19
Cc1ccc([C@@H]2CC(=O)c3ccccc3O2)cc1,-4
C=CCC1(CC=C)CCCN1C(=O)CC1C(=O)NCCN1Cc1ccc(OC)cc1F (stereo unspecified),2
COc1ccc(OC)c(S(=O)(=O)Oc2c(Br)cc(Br)c3cccnc23)c1,-4
CC(C)(C)OC(=O)Nc1c(F)ccc2c(-c3ccccc3)noc12,-6
O=C(CN1C(=O)S/C(=C/c2cccc(F)c2)C1=O)Nc1ccccc1,-4
CC(C)(C)NS(=O)(=O)Cc1c(F)cccc1Cl,3
O=C(O)c1cc2cc(F)ccc2s1,6

# Copied from the list.
# Under ROC1-CUL1 inh, `Cc1ccccc1NC(=O)C12CCC(C)(C(=O)C1Br)C2(C)C` (stereo unspecified) is listed with 4
# Under ROC1-CUL1 inh, `CC(C)S(=O)(=O)C1CC2CCC1C2` (stereo unspecified) is listed with 3
# Under ROC1-CUL1 inh, `Cc1cc(C)cc(-n2nnc(C(=O)Nc3c(C)cccc3C)c2C)c1` is listed with 0

# In another format: entries from further up
ROC1-CUL1 inh | SMILES
18 | CCOCC(=O)Nc1cc(C(F)(F)F)ccc1Cl
0 | Cc1cc(C)cc(-n2nnc(C(=O)Nc3c(C)cccc3C)c2C)c1
-14 | O=c1c2ccccc2nc(COc2ccccc2)n1/N=C/c1ccccc1O
6 | Cc1ccc2c(c1)C(=O)CC(CSc1nnc(NC(=O)COc3ccccc3C)s1)=N2

# (further entries)
SMILES,ROC1-CUL1 inh
CC(C)CC(=O)Nc1ccnn1C1CCN(Cc2ccc(F)cc2Cl)CC1,-4
Cc1cc(C)c(S(=O)(=O)c2ccccc2C(F)(F)F)c(C)c1,1
COc1ccc(NC(=O)CSc2nnc(COc3ccccc3)n2C)cc1,-12
COc1ccc(-c2cc3c(=O)n(CC(=O)Nc4cc(F)ccc4F)ccn3n2)cc1OC,-1
Cc1ccc2nc(CNC(=O)Cn3nnnc3CN3CCC(C)CC3)cn2c1,-4
CCOC(=O)c1cc2cc(OC)ccc2n1C,-5
Cc1ccc(Cl)cc1NC(=O)C1CC(=O)N(c2ccc(Cl)cc2)C1 (stereo unspecified),-12
Cc1cccc(-n2nnc(C(=O)NCc3ccc(Cl)cc3)c2C)c1,-5
Cc1nc(-c2ccccc2)c2cc(Cl)sc2n1,6
CCCCc1nn2c(=O)cc(COC(=O)c3cccc(NC(=O)c4cccc(C)c4)c3)nc2s1,-3
O=C(Nc1ccc(Nc2ccccc2)cc1)C1CCCC1,8
CC(CNC(=O)c1cc(-c2ccccc2)n[nH]1)c1ccccc1 (stereo unspecified),-2
CC(C)Oc1cc(N2CCOCC2)c(OC(C)C)cc1N,-15
COc1ccc(NC(=O)C2CCN(S(=O)(=O)c3ccc4c(c3)CCCC(=O)N4)CC2)cc1OC,3
Cc1cc2oc(C(=O)Nc3ccc(S(N)(=O)=O)cc3)cc(=O)c2cc1C,-1
COc1ccc(NC(=O)CCc2nc3c(C)nn(-c4ccc(C)cc4)c3n(C)c2=O)cc1,-12
Cc1ncsc1CCC(=O)NC1CC(=O)N(C2CCCCCC2)C1 (stereo unspecified),4
CCOC(=O)c1nc(Nc2ccccc2OC)c2ccccc2n1,6
CCCOc1ccc(Cc2c(Cl)nc(SC)nc2N2CCOCC2)cc1,-7
CC1CCN(c2ccc(C(=O)N3CCCN(c4ncccn4)CC3)cn2)CC1,-11
COc1cccc(CC(C2CCN(C(=O)c3ccccc3F)CC2)N(C)C(=O)c2ccsc2)c1 (stereo unspecified),9
COc1cc(NC(=O)C2CCCN(S(=O)(=O)c3ccc4c(c3)CCCC(=O)N4)C2)cc(OC)c1 (stereo unspecified),4
COC(=O)c1ccc(C2c3c(-c4ccccc4O)n[nH]c3C(=O)N2Cc2ccncc2)cc1 (stereo unspecified),2
CCc1ccccc1Nc1cc(C(=O)NC2CCC(C)CC2)c2ccccc2n1 (stereo unspecified),-3
O=C(c1ccc2ccccc2c1)C1CCCN(C(=O)Cn2cncn2)C1 (stereo unspecified),-9
c1ccc2c(OCCN3CCOCC3)cccc2c1,6
CCc1ccc(NC(=O)Cn2c(=O)c3cccn3c3ccccc32)cc1,6
